Bioassay records: PubChem, several laboratories
GAA850 FXN act: increases GAA850 frataxin promoter reporter activity | HEK293 lucGAA850 FXN promoter luciferase reporter, 24 h; percent of 10 µM SAHA response | activation, % at 6 µM | AID 540364 | 360,000 compounds, 0.56% hits;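 active means activation above the average of all compounds screened plus 3 SD, cutoff fixed separately per campaign, cut at about 7.5% in these data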;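 further: 0% = DMSO wells and 100% = 10 µM SAHA wells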
NPR1 activator: GC-A (human) enzyme activation. P16066. HEK293 GC-A cells, cGMP TR-FRET, EC30 ANP; 0% at EC30 ANP, 100% saturating ANP. activation, % at 10 µM. 370,000 compounds, 0.14% hits. AID 1671463; in the data active means activation above about 40%
HGIII-sPLA2 inh: Blocks human group III sPLA2 activity; QFRET BODIPY PC-A2 liposome hydrolysis, fluorescence; 370,000 compounds, 0.56% hits; inhibition, % at 12.2 µM; Q9NZ20; AID 743126;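 active means inhibition above mean plus 3 SD of compounds lying within the high and low control bounds, cut at about 19% in these data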;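 further: 0% = median of test compound wells and 100% = no enzyme DMSO wells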
GC-B act: GC-B (human) receptor activation | 370,000 compounds, 0.11% hits | HEK293-GC-B cells, CNP EC30, cGMP TR-FRET; 0% at EC30 CNP, 100% saturating CNP | P20594 | AID 1920062 | activation, % at 10 µM;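 active means activation at 10 µM reaching about 35% in either raw or pattern-adjusted values, limit read from the data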
ARFGAP1 inhibitor: inhibitors of rat ARFGAP1 | Q62848 | Arfgap1-stimulated ARF1 GTP hydrolysis, GDP FP detection | inhibition, % at 16.5 µM | 360,000 compounds, 0.26% hits | AID 651572;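 active means inhibition above a per-plate limit, mean inhibition of low control wells plus 3 SD, cut at about 25% in these data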;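 further: 0% = DMSO wells with enzyme and 100% = wells lacking Arfgap1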
Target sequence (Q62848 1-136 limits assumed): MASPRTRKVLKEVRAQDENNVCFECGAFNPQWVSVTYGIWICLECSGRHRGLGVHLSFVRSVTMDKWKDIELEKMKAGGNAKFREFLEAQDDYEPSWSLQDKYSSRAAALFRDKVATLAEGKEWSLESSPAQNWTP
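Replicates: Single well per compound | Assay system: Truncated rat Arfgap1 GAP domain | Control set: No-Arfgap1 wells (100%) versus DMSO full-reaction wells (0%) | Times: Enzyme reaction 120 min at 25 °C after 20 min preincubation | Reagent: Human ARF1(Δ1-17)-GTP substrate | Measured by: Tracer-displacement fluorescence polarization with EDTA stop, 620/688 nm | Measure: Percent inhibition of Arfgap1-stimulated GTP hydrolysis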
KLK7 zymogen act: proKLK7 (human) activation, primary screen. activation, % at 7 µM. AID 652039. purified proKLK7, EDANS-DABCYL substrate fluorescence; 100% is mature enzyme control, 0% vehicle. P49862. 370,000 compounds, 0.9% hits;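 active means activation above the mean of all tested compounds plus 3 SD, computed per campaign excluding outliers beyond control limits, cut at about 13% in these data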
Target sequence (P49862 whole entry, looked up): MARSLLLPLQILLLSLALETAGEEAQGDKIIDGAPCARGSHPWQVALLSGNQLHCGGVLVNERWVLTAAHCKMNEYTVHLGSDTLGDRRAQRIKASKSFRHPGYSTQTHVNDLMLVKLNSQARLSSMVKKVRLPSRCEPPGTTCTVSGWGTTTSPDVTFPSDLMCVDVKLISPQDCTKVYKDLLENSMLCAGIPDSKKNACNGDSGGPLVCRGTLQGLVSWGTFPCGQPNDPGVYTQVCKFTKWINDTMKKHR
rCAG RNA binder: binds r(CAG) RNA repeats; r(CAG) RNA repeat, TO-PRO-1 dye displacement fluorescence; inhibition, % at 3 µM; 370,000 compounds, 1.3% hits;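 active means inhibition above the plate cutoff, the mean of all test compounds on that plate plus 3 SD, cut at about 35% in these data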;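 further: 0% = DMSO alone and 100% = 100 µM mitoxantrone as full dye displacement; higher means more dye released from RNA so lower well fluorescence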
ADAM10 inh: ADAM10 inhibition, QFRET primary screen; O14672; recombinant ADAM10, EDANS/DABCYL FRET peptide cleavage, 3 h; inhibition, % at 7 µM; 370,000 compounds, 0.62% hits; AID 720582;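 active means inhibition above a per-campaign cutoff equal to the mean of compounds falling between control-based bounds plus 3 SD, cut at about 20% in these data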;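 further: 0% = DMSO wells while the 100% control is not disclosed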
ASAP1 inh: blocks human ASAP1-stimulated Arf1 GTP hydrolysis | 360,000 compounds, 0.19% hits | inhibition, % at 16.5 µM | AID 624377 | GDP FP detection | Q9ULH1; in the data active means inhibition above about 25%;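 further: 0% = vehicle with enzyme and substrate and 100% = no enzyme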
DDE Tn6 FP inh: inhibitors of Tn6 peptide binding to human fibrin DD(E). P02675. Fibrin DD(E) TRITC-Tn6 fluorescence polarization displacement. inhibition, % at 8.3 µM. 370,000 compounds, 0.21% hits. AID 720509;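 active means inhibition above a per-campaign cutoff: mean of compounds within control limits plus 3 SD, cut at about 15% in these data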;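 further: 0% = median of all compound wells on the plate and 100% = blocking peptide control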
Target sequence (P02675 whole entry, looked up): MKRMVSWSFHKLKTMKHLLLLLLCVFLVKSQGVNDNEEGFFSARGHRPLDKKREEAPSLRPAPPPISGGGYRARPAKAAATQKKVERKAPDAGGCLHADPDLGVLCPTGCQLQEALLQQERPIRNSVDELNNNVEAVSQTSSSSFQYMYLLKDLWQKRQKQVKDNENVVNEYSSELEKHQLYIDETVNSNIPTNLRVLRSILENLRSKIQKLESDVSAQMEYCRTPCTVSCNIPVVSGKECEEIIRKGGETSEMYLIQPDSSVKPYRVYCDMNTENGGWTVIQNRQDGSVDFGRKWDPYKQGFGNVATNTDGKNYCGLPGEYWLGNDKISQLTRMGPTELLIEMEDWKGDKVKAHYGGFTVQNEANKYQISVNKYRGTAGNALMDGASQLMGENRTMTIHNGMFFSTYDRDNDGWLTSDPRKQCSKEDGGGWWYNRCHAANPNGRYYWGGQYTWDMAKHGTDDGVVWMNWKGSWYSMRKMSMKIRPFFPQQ
Active calls of the source: *; / = not tested or not shown. This is a random part of the collection (roughly 4.5% active in at least one column).

SMILES	GAA850 FXN act	NPR1 activator	HGIII-sPLA2 inh	GC-B act	ARFGAP1 inhibitor	KLK7 zymogen act	rCAG RNA binder	ADAM10 inh	ASAP1 inh	DDE Tn6 FP inh
NS(=O)(=O)c1ccc(NNC(=O)c2ccc(F)cc2F)cc1	1.4	-0.9	-7.9	3.6	-0.4	0.9	-0.3	-3.5	-4.5	1.8
COc1ccc(C(=O)c2cn(-c3cccc(Br)c3)nc2C(C)=O)cc1	2.2	-2.5	-0.9	5.5	-4.8	-0.3	-0.9	-9.4	-9.8	0.5
Cc1ccc(NC(=O)CNC(=O)CN2C(=O)c3ccccc3C2=O)cc1	/	0.6	0.8	2.6	4.7	-0.7	1.4	-6.2	-2.7	-1.7
COc1cc(NC(=S)N2CCN(C)CC2)cc(OC)c1	1.6	-2.7	-0.7	1.1	-1.6	0.0	-1.0	2.7	17.3	-4.8
O=C(CSc1nnc(CNc2cccc(C(F)(F)F)c2)n1Cc1ccco1)NCc1ccco1	1.5	-10.5	-7.5	-3.0	0.9	-0.3	-7.4	-4.9	-1.9	-1.9
CSC1=N/C(=C\c2cccc(F)c2)C(=O)S1	1.1	4.8	-0.2	1.9	8.0	-0.9	0.5	2.1	2.7	-1.4
Cc1ccc(-c2c(C(=O)c3ccccc3)[nH]c(N)c2C(=O)NCCc2c[nH]c3ccccc23)cc1	/	-10.0	-25.8	1.3	15.7	0.2	6.7	-3.2	-3.8	0.4
Cc1cc(OC(=O)C(C)(C)C)c([N+](=O)[O-])c(=O)[nH]1	3.0	-0.2	-0.5	0.6	3.5	-0.3	0.7	6.1	5.5	-5.3
CCOC(=O)c1ccc(S(=O)(=O)Nc2ccccc2-c2nnn(CC)n2)cc1	0.9	-5.7	1.6	-0.7	7.9	0.0	-2.6	3.4	2.3	0.9
CC(C)(C)OC(=O)NCc1cc2c(cc1/C=C/S(=O)(=O)NC1CCCC1)OCO2	/	-2.1	-0.1	-0.9	/	-12.7	-0.3	-77.3	/	4.9
O=C1CCN(CCCc2ccccc2)CCN1CCO	3.5	-3.4	0.5	1.5	1.7	0.4	-3.8	-1.4	0.7	10.1
Nc1cccc(O)c1	1.5	0.3	0.8	4.1	0.0	0.8	6.3	5.0	0.5	-2.9
CC(C)CNC(=O)c1cc([N+](=O)[O-])ccc1N1CCCCC1	0.4	-6.4	-0.9	1.3	-2.4	0.7	0.1	1.2	11.2	-0.9
O=C(NCCN1CCOCC1)c1cc(S(=O)(=O)Nc2ccccc2F)c(Cl)cc1Cl	1.6	3.9	-3.8	4.0	-3.5	0.8	2.4	0.0	-0.2	-11.8
CCn1c(N2CCN(C(=S)NC)CC2)nc2ccccc21	0.1	-0.6	8.8	-2.2	13.7	-0.2	-5.3	6.1	2.3	-0.6
Cc1ccc(S(=O)(=O)Nc2ccc(SC(F)F)cc2)c(C)c1	2.0	1.2	-51.0	0.8	14.5	0.1	11.5	26.6*	-8.9	4.3
CCOC(=O)C1=C(C)NC(C)=C(C(=O)OCC)C1/C=C/c1ccccc1OC	0.5	-21.0	-3.0	-6.9	16.2	-5.6	-6.3	-81.7	6.2	7.8
CC(C)(C)OC[C@H](NC(=O)c1[nH]cnc1C(=O)Nc1ccccc1F)C(=O)OC(C)(C)C	-0.4	-1.1	-13.5	2.9	-10.5	0.4	2.1	12.5	-3.2	-1.1
NC(=O)c1ccccc1OC1CCC1	1.2	-1.9	1.0	-5.9	-1.6	0.1	-0.8	13.9	2.2	-1.4
COc1cccc(C(=O)N(Cc2ccco2)Cc2cc3cccc(C)c3[nH]c2=O)c1	-2.5	-15.4	3.4	-9.2	6.8	0.1	-0.4	-41.8	3.5	-13.2
O=C(Nc1cc([N+](=O)[O-])ccc1O)c1cccc(C(=O)Nc2cc([N+](=O)[O-])ccc2O)c1	2.5	2.2	-5.5	-10.0	21.2	-0.4	10.4	0.8	-9.5	-3.8
Cc1cccc(N2CCN(S(=O)(=O)c3ccc4c(c3)CCCN4C(=O)C3CCC3)CC2)c1C	1.9	1.3	-1.9	3.8	4.6	0.1	5.0	3.2	-0.7	-3.0
COc1ccc(S(=O)(=O)N2CCC(C(=O)N[C@H](C(=O)N3CCCC3)C(C)C)CC2)cc1	-1.4	-1.1	-1.6	-2.9	-5.5	0.9	-4.9	-1.4	-12.2	0.0
Cc1ccc(NC(=O)c2ncn(CC(=O)N[C@H](C)c3cccc4ccccc34)n2)cc1C	0.7	5.4	-41.0	-0.8	11.0	0.1	7.0	-7.5	-7.7	3.4
COc1ccccc1C(=O)COC(=O)CCNS(=O)(=O)c1ccc(C)c(C)c1	0.4	-1.6	-13.0	-0.1	1.6	-0.2	-2.5	-7.1	3.8	-1.3
O=C(Nc1ccc2c(c1)OCO2)c1ccc(CN2CCOCC2)cc1	-0.8	6.2	3.9	6.9	-16.8	0.2	0.9	3.7	-5.9	-3.4
O=C(c1ccc(Cl)cc1)C1CCCN(Cc2cccn2-c2ccccn2)C1 (stereo not drawn)	0.0	-12.4	5.5	-13.9	-3.6	0.7	9.3	-7.8	7.3	-8.4
CC(=O)Nc1ccc(NC(=O)C2CCCN2C(=O)NC2CCCCC2)cc1 (stereo not drawn)	0.7	3.3	1.9	3.4	-0.2	0.2	-1.7	-6.5	-12.4	2.6
Cn1nc(C(F)(F)F)cc1-c1ccc(/C=C(\C#N)C(=O)c2ccccc2)s1	2.3	39.1	1.0	0.8	-10.7	-0.4	3.7	-8.9	-17.5	3.4
CCc1cc2c(=O)c(-c3nc4ccccc4n3C)c(C)oc2c(CN2CCOCC2)c1O	-0.5	-2.8	-8.8	0.6	-8.7	11.7	0.9	-410.1	-2.5	1.1
CC1CCN(CC(=O)Nc2ccc(Br)cc2[N+](=O)[O-])CC1	3.3	6.7	-0.8	1.9	-16.3	0.5	-2.1	-2.4	0.3	2.2
Cc1ccc(/C=N/Nc2cccc3cccnc23)c(O)c1	7.2	9.4	1.5	-6.2	4.2	-0.2	5.0	-12.2	0.9	2.8
CC1(O)N(CCC(=O)Nc2cccc(F)c2)C(=O)OC12CCCCC2 (stereo not drawn)	2.2	-2.0	-5.4	1.9	-2.9	0.2	0.3	6.8	1.5	-3.7
COc1ccc(N(C)C(=O)c2cc3c(s2)-c2ccc(Cl)cc2S(=O)(=O)C3)c(OC)c1	0.6	-5.0	-1.8	-6.8	1.9	0.1	5.6	4.2	-4.0	-3.1
CC(C(=O)NCc1ccco1)n1ccc2cc(S(=O)(=O)N3CCCC3)ccc21 (stereo not drawn)	-1.3	2.2	-5.1	4.2	2.1	-0.7	3.4	-0.1	-13.2	0.2
Cn1c(SCC(=O)Nc2cccc(S(=O)(=O)N3CCOCC3)c2)nnc1-c1ccncc1	-1.3	1.9	9.5	2.2	10.5	-0.1	1.7	-10.7	1.5	-2.1
CC(/C=N/NC(=O)c1ccncc1)=C\c1ccccc1	2.9	-3.8	0.6	-12.2	-1.2	-0.3	0.4	0.9	18.0	-1.3
CC(C(=O)c1ccccc1)[n+]1cccc(Br)c1 (stereo not drawn)	-1.7	2.6	-1.8	2.3	4.5	0.1	0.6	1.3	11.5	-3.9
O=C(NCc1cccs1)C1CCN(S(=O)(=O)c2cccs2)CC1	0.3	1.1	3.8	1.3	9.3	0.2	3.8	10.3	-5.6	0.2
O=C(C1=C[C@@H](c2ccccc2)C[C@@H](OCCCCO)O1)N1CCN(Cc2ccc3c(c2)OCO3)CC1	3.5	-3.4	-11.0	-3.9	8.5	-0.3	-8.1	5.0	-4.2	7.8
COC(=O)c1ccc2c(c1)C(NC(C)=O)CCc1cc(OC)c(OC)c(OC)c1-2 (stereo not drawn)	-1.5	-4.2	-2.1	-1.2	-2.3	-0.2	0.9	-2.9	-9.4	-4.5
Cc1ccc(C2CC(=O)N3CN(Cc4ccco4)CSC3=C2C#N)cc1 (stereo not drawn)	-0.7	5.2	-4.0	7.1	-1.1	-0.6	21.5	-6.8	-9.0	2.0
CCOC(=O)N1CCN(S(=O)(=O)N2CCCC(C(=O)NCc3cc(Br)ccc3OC)C2)CC1 (stereo not drawn)	-2.0	-2.7	2.5	-3.6	21.1	-0.4	0.5	-17.3	4.7	-0.5
Cc1nn(C(C)C(=O)NC(C)CCc2ccccc2)c(=O)c2cc3occc3n12 (stereo not drawn)	-0.6	-2.7	-1.7	-5.1	2.6	0.9	-0.6	-4.0	-5.3	6.6
CC(C)(C)c1ccc(S(=O)(=O)N2CCCC2C(=O)N2CCOCC2)cc1 (stereo not drawn)	2.8	1.2	-1.5	3.5	-2.5	0.5	-7.3	0.1	1.5	-6.3

Quoted at random: 2 compounds from above
SMILES	GAA850 FXN act	NPR1 activator	HGIII-sPLA2 inh	GC-B act	ARFGAP1 inhibitor	KLK7 zymogen act	rCAG RNA binder	ADAM10 inh	ASAP1 inh	DDE Tn6 FP inh
Cc1cc(OC(=O)C(C)(C)C)c([N+](=O)[O-])c(=O)[nH]1	3.0	-0.2	-0.5	0.6	3.5	-0.3	0.7	6.1	5.5	-5.3
COc1cc(NC(=S)N2CCN(C)CC2)cc(OC)c1	1.6	-2.7	-0.7	1.1	-1.6	0.0	-1.0	2.7	17.3	-4.8

Following part.
SMILES	GAA850 FXN act	NPR1 activator	HGIII-sPLA2 inh	GC-B act	ARFGAP1 inhibitor	KLK7 zymogen act	rCAG RNA binder	ADAM10 inh	ASAP1 inh	DDE Tn6 FP inh
O=C(O)CSc1nnc(CSc2nc3ccccc3s2)n1-c1ccccc1	0.3	0.8	-6.8	-1.4	3.1	0.3	15.9	-1.7	-8.2	2.0
O=C(Nc1ccc(F)c(Cl)c1)c1csc([C@@H]2O[C@H](CO)[C@H](O)[C@H](O)[C@H]2O)n1	-1.1	0.3	5.6	-1.7	20.9	0.0	0.6	-12.7	-7.9	6.3
COc1cc(C(=O)N2CCN(c3ccccc3)CC2)c([N+](=O)[O-])cc1OC	0.3	2.6	0.5	-9.3	-1.4	-0.6	-4.0	0.1	9.0	-3.3
c1ccc(-c2ccccn2)nc1	1.6	4.2	-0.7	-1.6	1.9	-0.2	1.9	2.8	-4.3	7.6
Cc1[nH]c2ccccc2c1/C=C/C(=O)c1ccncc1	1.0	6.9	-4.2	-1.2	9.1	0.1	-1.3	7.9	4.0	2.5
C[C@]1(C(=O)NCCN2CCOCC2)C=C[C@@H](Cc2ccccc2)N1C(=O)c1ccccc1	0.2	-2.5	-3.4	-0.6	-2.5	0.0	-4.4	2.6	9.1	5.4
CN(C)S(=O)(=O)c1ccc(Cl)c(C(=O)NCC2CCCCC2)c1	0.2	-3.2	-6.2	-0.8	4.7	-0.4	-0.3	6.2	-6.2	5.3
CN(C)c1ccc(P(=O)(OC2CCCCC2)C(O)c2ccncc2)cc1 (stereo not drawn)	0.6	3.6	7.1	-0.1	3.4	-0.1	-8.4	1.8	5.0	-0.8
CCOC(=O)c1sc(NC(=O)CSc2nncs2)c(C(=O)OCC)c1C	1.0	22.3	-16.9	17.5	4.3	-0.7	1.9	1.1	19.4	-2.8
CCCCC(C(=O)O)C(C)CC(=O)NNC(=O)c1ccco1 (stereo not drawn)	2.9	4.1	2.2	0.4	-9.8	-0.8	-1.0	-5.8	1.1	2.0
